A549 viability: counter-screen for Nrf2 inhibitors: cytotoxicity in A549 cells; A549 ARE-Fluc cells, CellTiter-Fluor viability, 18-24 h; Potency, µM (titrated, usually from 46 µM), for the others: top-dose activity change, negative = cytotoxicity, usual class: inhibitors; 390,000 compounds, 0.16% hits; also: potency is read from the fitted curve at half-maximal effect; % is scaled to controls: 0 for no effect and ±100 for the full control effect
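A549 ARE-Fluc cells in 5% FBS OPTI-MEM, 5000 cells/well, rested 2 h then exposed to compounds in concentration-response for 18-24 h at 37 °C. Viability by CellTiter-Fluor fluorescence (Ex 405/Em 525) after 30 min; luciferase luminescence (BugLite, 15 min, RT) read afterwards.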
EPAC2 agonist: EPAC2 (human) agonism | Q8WZA2 | EPAC2 activation, biochemical qHTS; response scale: 100% = 6.5 mM cAMP response | Potency, µM (series often up to 154 µM), for the others: top-dose activation, most hits filed as activators | 360,000 compounds, 0.079% hits | AID 720711; also: potency is read from the fitted curve at half-maximal effect; nearly all actives have a fitted effect of over 50% in size
Target sequence (Q8WZA2 whole entry, looked up): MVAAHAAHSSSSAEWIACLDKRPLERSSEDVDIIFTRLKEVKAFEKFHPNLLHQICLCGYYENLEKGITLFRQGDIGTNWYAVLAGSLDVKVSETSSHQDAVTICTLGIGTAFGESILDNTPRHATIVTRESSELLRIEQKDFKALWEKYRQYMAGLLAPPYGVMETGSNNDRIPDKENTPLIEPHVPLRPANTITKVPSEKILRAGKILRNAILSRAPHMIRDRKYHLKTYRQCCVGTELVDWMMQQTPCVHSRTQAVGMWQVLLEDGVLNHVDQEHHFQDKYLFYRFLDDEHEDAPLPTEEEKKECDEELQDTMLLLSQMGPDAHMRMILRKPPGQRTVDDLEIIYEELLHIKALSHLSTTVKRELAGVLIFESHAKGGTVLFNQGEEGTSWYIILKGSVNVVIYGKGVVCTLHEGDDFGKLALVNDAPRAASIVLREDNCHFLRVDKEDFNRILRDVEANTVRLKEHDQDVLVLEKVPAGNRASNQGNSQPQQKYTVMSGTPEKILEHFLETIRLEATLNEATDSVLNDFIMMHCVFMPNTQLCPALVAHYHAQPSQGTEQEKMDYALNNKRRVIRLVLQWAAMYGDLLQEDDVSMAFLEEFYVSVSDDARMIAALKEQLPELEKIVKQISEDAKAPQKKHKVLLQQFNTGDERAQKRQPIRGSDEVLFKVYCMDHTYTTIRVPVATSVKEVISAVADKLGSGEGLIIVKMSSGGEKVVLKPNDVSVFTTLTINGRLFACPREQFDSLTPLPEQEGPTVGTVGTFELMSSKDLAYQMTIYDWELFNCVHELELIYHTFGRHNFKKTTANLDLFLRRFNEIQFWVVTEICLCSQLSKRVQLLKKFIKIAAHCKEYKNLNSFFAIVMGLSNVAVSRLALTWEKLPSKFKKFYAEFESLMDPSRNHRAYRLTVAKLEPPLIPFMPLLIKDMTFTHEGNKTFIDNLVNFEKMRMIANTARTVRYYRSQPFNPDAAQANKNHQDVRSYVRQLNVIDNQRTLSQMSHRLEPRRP
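In this primary screen, activation is scored as increased exchange of BODIPY-GDP from Rap1B by 100 nM EPAC2, with 50 uM GDP as competitor. Signal is normalized to the 6.5 mM cAMP agonist control.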
ATXN2 expr inh: ATXN2 expression inhibition. HEK-293 ATXN2-luciferase reporter, luminescence, 24 h. Potency, µM (doses to about 57 µM), without a hit: at the highest dose activity change, negative = inhibition, hits mostly inhibitors. 360,000 compounds, 0.72% hits. AID 1745845; also: potency is read from the fitted curve at half-maximal effect; % is scaled to controls: 0 for no effect and ±100 for the full control effect; nearly all actives have a fitted effect of over 55% in size
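qHTS (up to 57 uM final) was run with 24 h compound exposure of reporter cells at 37 °C. Each well was multiplexed: SteadyGlo luminescence measured ATXN2-luciferase expression after a fluorogenic Gly-Phe-AFC viability readout (25 uM final).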
IL-2 act: activates IL-2 in a cell-based reporter assay; 360,000 compounds, 0.065% hits; activation, % (series mostly up to about 46 µM); IL-2 activation reporter assay, cell-based qHTS; stimulated with anti-CD3/CD4/CD28 beads; in transgenic mouse T cells; in the data active = activation above about 50%; inconclusive = mostly about 30% to 49%; also: 0% is about no effect
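Unstimulated transgenic mouse T cells, 750 per well, received compound and, after 60 minutes, anti-CD3/anti-CD4 bead plus anti-CD28 stimulation. EGFP and DsRed were quantified after 18 hours.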
Nrf2 block: blocks Nrf2 signaling; A549 ARE-Fluc reporter, luciferase luminescence, 18-24 h; Potency, µM (titrated, usually from 46 µM), for inactives: at the top dose activity change, negative = inhibition, hits mostly inhibitors; 360,000 compounds, 2.1% hits; also: potency is read from the fitted curve at half-maximal effect; % is scaled to controls: 0 for no effect and ±100 for the full control effect; nearly all actives have a fitted effect of over 60% in size
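Nrf2 activity is the BugLite luminescence, read 15 min after reagent at room temperature, following CellTiter-Fluor cytotoxicity readout (30 min, 37C). Compound titrations were applied for 18-24 h to 5000 A549 ARE_Fluc cells/well in 5% FBS OPTI-MEM.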
Nrf2 ARE act: activators of Nrf2 (ARE) signaling. AREc32 ARE-luciferase reporter (MCF7-derived line), luminescence, 24 h. Potency, µM (titrated, usually from 46.1 µM), for the others: at the highest dose activation, actives largely listed as activators. 410,000 compounds, 0.31% hits. AID 624171; also: potency is read from the fitted curve at half-maximal effect; % of control where 0% means no effect; nearly all actives have a fitted effect of over 65% in size
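Cells of the AREc32 ARE-luciferase line are plated in OPTI-MEM containing 5% FBS and left overnight at 37 deg C. Compounds are pinned in, incubation continues 24 hr, and firefly luciferase signal is then measured.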
HepG2 viability: HepG2 cytotoxicity, counter-screen for TGF-b inhibitors. Potency, µM (series often up to 46.1 µM), inactives show top-dose activity change, negative = cytotoxicity, usual class: cytotoxic. HepG2 CAGA-GFP viability, ATP luminescence, 18 h. AID 588856. 410,000 compounds, 0.76% hits; also: potency is read from the fitted curve at half-maximal effect; some results filed as inactive show a strong effect at the top dose
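HepG2 CAGA-GFP cells (1000/well, DMEM with 1% FBS) received compound, then TGF-beta at 500 pg/mL final, and were incubated 18 hours at 37 degrees C. Viability was read by CellTiter-Glo luminescence. Media-only wells were set as complete cell-killing and DMSO as no toxicity.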
ATXN viability: viability counter-screen for ATXN expression inhibitors; S2 cells (HEK-293 line with an ATXN2-luciferase reporter) viability, CellTiter-Fluor protease fluorescence, 24 h; Potency, µM (titrated, usually from 56.7 µM), actives largely listed as cytotoxic; 400,000 compounds, 0.49% hits; AID 651635; also: potency is read from the fitted curve at half-maximal effect; nearly all actives have a fitted effect of over 40% in size
TGFb SMAD3 inh: inhibitors of TGF-b signaling | HepG2 CAGA-GFP TGF-b/SMAD3 reporter, GFP fluorescence, 18 h; TGF-beta stimulated, 500 pg/mL final | Potency, µM (doses to about 46.1 µM), for inactives: at the highest dose activity, negative = inhibition, actives largely listed as inhibitors | 410,000 compounds, 1.2% hits; also: potency is read from the fitted curve at half-maximal effect; % is scaled to controls: 0 for no effect and ±100 for the full control effect; nearly all actives have a fitted effect of over 65% in size
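HEPG2 CAGA-GFP reporter cells (1000/well, DMEM with 1% FBS) received compounds, then recombinant TGF-beta at 500 pg/mL final for 18 hours at 37 degrees C. Per-cell GFP summed per well was normalised to unstimulated and stimulated DMSO controls before curve fitting.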
* marks the source's active call; other numbers are inactive results; i = inactive; ? = inconclusive; nt = not tested or not shown; & = joins results of further samples; [ ] = remark or other dose. Unless noted, calls follow the shape of the dose curve; as a rule, active = well fitted curve in the direction sought with a large enough effect; inconclusive = small, poorly fitted or top-dose-only effect, or another doubt; inactive = no such curve, though single readings can be large; an effect the other way counts as inactive or inconclusive.

SMILES	A549 viability	EPAC2 agonist	ATXN2 expr inh	IL-2 act	Nrf2 block	Nrf2 ARE act	HepG2 viability	ATXN viability	TGFb SMAD3 inh
CCOC(=O)C1CCC(CN(Cc2c(Cl)cccc2Cl)S(=O)(=O)c2ccc(F)cc2)CC1 (stereo not given)	-5%	nt	nt	nt	nt	0.6%	-29%	nt	?
COC(=O)c1ccc(C2/C(=C(/O)c3ccc(OC)cc3)C(=O)C(=O)N2c2cc(C)on2)cc1 (stereo not given)	-18%	-4%	-5%	-1.7	11%	0.3%	-15%	i	6%
COc1cc(-c2c(-c3cccc(C)c3)oc3ccccc23)cc(OC)c1OC	3%	5%	1%	-0.5	-4%	4.1%	-2%	i	-9%
COc1ccc(-c2cc(C(F)(F)F)nc(SCC(=O)N(C)Cc3cnn(C)c3C)n2)cc1OC	-8%	-6%	5%	-0.6	0%	3.7%	8%	i	27%
CCCCCn1c(NC2CCCCC2)nc2c1c(=O)[nH]c(=O)n2C	-10%	-4%	-17%	1.0	-17%	0.1%	-5%	i	-11%
CN(C)S(=O)(=O)c1cccc(NC(=O)CSc2nc3ccccc3n2-c2ccccc2)c1	?	15%	-16%	-0.4	18µM*	2.1%	-33%	i	?
O=C1NC[C@@H](CCCCN2C[C@H](Cc3ccc(O)cc3)N(CCc3ccc(O)cc3)C(=O)C2=O)N(Cc2ccccc2)C1=O	nt	6%	2%	-0.3	nt	-1.1%	nt	i	nt
Clc1ccc(-c2cccc3nccn23)cc1	nt	3%	16%	-0.1	nt	-0.3%[9.22 µM]	-4%	i	-1%
Cc1ccccc1Nc1ccc(S(=O)(=O)N2CCOCC2)cc1[N+](=O)[O-]	0%	9%	-2%	-2.7	-16%	2.3%	11%	i	6%
O=C(NCc1nnnn1-c1ccc(F)cc1)c1ccc([N+](=O)[O-])o1	-14%	9%	21%	-0.7	-14%	?	-180%	i	14µM*
NC(=O)[C@H](Cc1cc2ccccc2s1)NC(=O)[C@@H]1CC2(CC(c3cccc(NC(=O)[C@@H]4CCC(=O)N4)c3)=NO2)CN1C(=O)/C=C/Sc1ccccc1 (stereo not given in full)	1%	5%	4%	0.2	4%	0.1%	-6%	i	2%
CCN(CC)c1nc2cc(C)ccc2cc1/C=C(\C#N)C(N)=O	0%	-40%[inhibitor]	nt	-1.2	?	5.0%	1%	i	?
Cc1cnc(NC(=O)Cc2ccc(C)c(C)c2)s1	-5%	8%	10%	0.3	-3%	0.2%	-12%	i	-4%
CC(N)C12CC3CC(CC(O)(C3)C1)C2 (stereo not given)	-1%	11%	1%	-3.5	-4%	-0.4%	-15%	i	-1%
O=C(COc1ccc([N+](=O)[O-])cc1)NCCC1=CCCCC1	7%	-5%	-6%	0.6	-1%	-0.3%	4%	i	-1%
CCCS(=O)(=O)N1CCN(S(=O)(=O)c2ccccc2[N+](=O)[O-])CC1	-7%	5%	-17%	0.5	0%	0.3%	-6%	i	0%
O=C(CSc1nnc(CNC(=O)c2ccco2)o1)c1ccccc1	2%	2%	-3%	-0.1	1%	-0.2%	-8%	i	2%
O=C(CCN1C(=O)/C(=C\c2ccco2)SC1=S)Nc1ccc(C(=O)O)c(O)c1	?	3%	nt	1.8	6%	7.4%	-3%	?	-3%
CN1CCN(C(=O)/C(=C/c2cccc([N+](=O)[O-])c2)NC(=O)c2ccccc2)CC1	0%	3%	9%	-1.7	1%	2.4%	8%	i	11%
Cc1cccc(N2CCN(C(=O)CCn3c(=S)[nH]c4cc5c(cc4c3=O)OCO5)CC2C)c1 (stereo not given)	-12%	3%	-14%	-1.2	?	-0.9%	20%	i	5%
CCCc1nnc(NC(=O)c2cc(=O)c3cc(C)c(C)cc3o2)s1	1%	nt	11%	nt	9%	-0.4%	-2%	i	-8%
O=C(CCNC(=O)c1ccc(Br)cc1)Nc1ccccc1N1CCOCC1	0%	5%	6%	-0.5	5%	-0.1%	0%	i	-15%
Cn1cccc1/C=N/N1CCN(Cc2ccccc2Cl)CC1	6%	9%	?	-3.9	22%	3.0%	-25%	i	-6%
O=C(Oc1ccc2c(c1)O/C(=C\c1ccncc1)C2=O)c1cccs1	4%	4%	36%	-4.6	-2%	12%	-16%	i	42%[activator]
Cn1nccc1C(=O)Nc1ccc(OC(=O)c2ccnn2C)cc1	5%	-9%	16%	-1.0	?	-0.5%	-2%	i	-3%
CCOC(=O)c1c(C)n(-c2ccc(C)cc2)c2ccc(OCC(O)CN3CCN(C)CC3)cc12 (stereo not given)	0%	-4%	-21%[11.3 µM]	1.3	-7%	0.7%	-101%	i	?
COc1ccc(NC(=O)C(=O)NCc2ccco2)cc1	-2%	nt	27%	nt	?	0.9%	7%	i	4%
CC1CCN(S(=O)(=O)c2nnc(NC(=O)c3cccc(Br)c3)s2)CC1	5%	nt	nt	nt	-11%	0.3%	-37%	nt	4.5µM*
O=C(CSc1ccc(Cl)cc1)Nc1ccc(-c2nc3ccccc3[nH]2)cc1	-17%	6%	-5%	-1.1	-24%	13%	-40%	i	-33%
COC(=O)c1cccc(NC(=O)C2C3CCC(C3)C2C(=O)O)c1 (stereo not given)	?	9%	1%	2.5	13%	-0.1%	2%	i	1%
Cn1c(=O)c2nc(SCC(=O)Nc3ccc(OC(F)(F)F)cc3)n(C)c2n(C)c1=O	-9%	nt	nt	nt	nt	0.0%	0%	nt	8%
Cc1nn(C(C)(C)C)c(NC(=O)c2ccc(Cl)cc2)c1Br	2%	5%	-1%	-0.3	9%	-0.7%	-11%	i	-1%
CCN(C(=O)COC(=O)CNC(=O)c1cccs1)c1c(N)n(Cc2ccccc2)c(=O)[nH]c1=O	6%	10%	4%	1.5	-3%	0.3%	1%	i	17%
CC(=O)c1ccccc1OCC(O)CNC1CCCC1 (stereo not given)	-1%	-4%	-11%	-3.3	5%	2.4%	4%	i	-1%
C=C1CCN(C(Cc2ccccc2)C(=O)NC2CCN(Cc3ccccc3)CC2)S(=O)(=O)c2ccccc21 (stereo not given)	-12%	nt	nt	nt	14%	nt	4%	nt	-7%
CCOC(=O)C(NC(C)=O)C(OC(C)=O)c1cccc([N+](=O)[O-])c1 (stereo not given)	-1%	1%	-7%	-1.5	-2%	0.3%	-16%	i	-1%
C=CCNc1ncnc2c1cnn2-c1ccc(Cl)cc1	0%	7%	3%	-0.6	?	8.5%	-1%	i	-1%
COC(=O)C1(C)NC(c2ccc(F)cc2)C2C(=O)N(c3ccccc3)C(=O)C21 (stereo not given)	-2%	7%	-29%	-0.3	-6%	0.0%	-38%	i	-10%
CC1CC(C)(C)NC(C)c2ccccc21 (stereo not given)	11%	3%	5%	-0.1	nt	0.4%	-31%	i	13%
Cc1cnc(C(=O)Nc2ccc(F)c(F)c2)cn1	-2%	6%	25%	-0.1	11%	0.1%	0%	i	11%

Just Nrf2 ARE act, for some of the entries so far:
| SMILES | Nrf2 ARE act |
| --- | --- |
| CC(=O)c1ccccc1OCC(O)CNC1CCCC1 (stereo not given) | 2.4% |
| COC(=O)C1(C)NC(c2ccc(F)cc2)C2C(=O)N(c3ccccc3)C(=O)C21 (stereo not given) | 0.0% |

Next entries follow.
SMILES	A549 viability	EPAC2 agonist	ATXN2 expr inh	IL-2 act	Nrf2 block	Nrf2 ARE act	HepG2 viability	ATXN viability	TGFb SMAD3 inh
Cc1ccccc1S(=O)(=O)NC(=O)C1(C)CCN1C(=O)Cc1ccc(C(C)(C)C)cc1 (stereo not given)	nt	1%	17%	0.0	nt	0.0%	-2%	i	0%
CCc1ccc(NC(=O)N2CCN(Cc3cc(=O)n4nc(-c5ccccc5OC)sc4n3)CC2)cc1	-4%	nt	4%	nt	nt	6.0%	-3%	?	-9%
COc1ccc(-c2csc(-c3c(N)c(C(=O)c4ccccc4)n4ccccc34)n2)cc1	1%	nt	nt	nt	7%	2.6%	-1%	nt	1%
CC(C)c1nnc(NC(=O)Cc2cccs2)s1	2%	3%	-5%	-4.3	3%	-0.7%	-35%	i	2%
CCOC(=O)c1c(NC(=O)CN2C(=O)NC3(CCCCC3C)C2=O)sc(C(=O)N(C)C)c1C (stereo not given)	-6%	5%	7%	0.0	-17%	2.7%	-5%	i	-19%
O=C(CNC(=O)Cc1ccccc1)NCC(=O)OCc1ccccc1	8%	6%	-26%	-0.3	10%	2.7%	-35%	i	-11%
Cc1nn(CC(C)C)c(=S)[nH]c1=O	nt	10%	-3%	-2.9	0%	-0.6%	-2%	i	?
COc1ccccc1Oc1ncnc2c1cnn2-c1ccccc1	3%	?	38%	-4.1	5%	0.3%	0%	i	?
Cc1cc(C)cc(C(=O)Nc2ccc(NC(=O)Cc3ccccc3)cc2)c1	-11%	7%	?	-0.8	?	-1.1%	1%	?	13%
O=C(Nc1cccc(C(F)(F)F)c1)c1cccc(NS(=O)(=O)c2ccc(Br)c(C(=O)O)c2)c1	1%	-8%	2%	1.8	2%	1.1%	-25%	i	-4%
O=C(Nc1cccc(C2=NCCN2)c1)Nc1cccc(C2=NCCN2)c1	-7%	1%	-6%	-0.3	1%	-1.5%	4%	i	-2%
CCOC(=O)c1c(C(=O)OCC)c(C)n(N2C(=O)CSC2=S)c1C	-15%	0%	0%	-0.5	12%	-0.8%	1%	i	?
COc1cccc(S(=O)(=O)Nc2ccc(C(=O)Nc3ccncc3)cc2)c1	-3%	1%	-10%	-3.7	?	2.1%	-14%	i	?
COc1ccc(C)cc1NC(=O)CN1CCCN(S(=O)(=O)c2ccc(Br)cc2)CC1	-8%&-23%	19%	-10%&-17%	-2.8	?	0.5%&7.9%	-12%&1%	?	?

Screens as filed in PubChem BioAssay.
